Pf growth 48h = P. falciparum growth inhibition at 48 hours (one generation); P. falciparum luciferase growth in erythrocytes, 48 h; Potency, µM (doses to about 28.7 µM), inactives show top-dose activity change, negative = inhibition, actives largely listed as inhibitors; 5.9% of 310,000 active; AID 504832
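Luciferase-expressing P. falciparum in infected erythrocytes (2% hematocrit, 0.1% parasitemia final) in RPMI 1640/0.5% Albumax were exposed to compound for 48 hours at 37 C, 5% CO2; growth read as luminescence.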
Pf growth 96h = P. falciparum growth inhibition at 96 hour, primary screen for plastid delayed-death inhibitors. P. falciparum luciferase reporter growth, 96 h. Potency, µM (doses to about 28.7 µM), for the others: at the top dose activity change, negative = inhibition, usual class: inhibitors. 6.9% of 320,000 active. AID 504834
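Compounds incubated with erythrocytes infected by luciferase-expressing P. falciparum (2% hematocrit, 0.05% parasitemia final) for 96 hours, 37 C in 5% CO2. Growth inhibition scored as decreased luciferase luminescence.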
HCV inh = blocks hepatitis C virus | Huh7.5.1 HCVcc-Cre infection, luciferase reporter, 44 h | Potency, µM (titrated, usually from 41.8 µM), for the others: at the highest dose activity change, negative = inhibition, hits mostly inhibitors | 3.4% of 340,000 active | AID 651820
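1,000 cells/well; 4 h culture; + compound; + HCVcc-Cre (~0.5 moi); 44 h; luciferase substrate, RT 15 min; read 15 sec.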
Tb PYK inh = blocks Trypanosoma brucei pyruvate kinase; Q57TT1; TbPYK enzyme, Kinase-Glo Plus ATP luminescence, 45 min; Potency, µM (doses to about 76.8 µM), without a hit: at the top dose activity, negative = inhibition, actives largely listed as inhibitors; 0.12% of 410,000 active; note: nearly all actives have a fitted effect of over 50% in size
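Activity of T. brucei pyruvate kinase was followed by Kinase-Glo Plus luminescence after the enzyme reacted 45 min at room temperature with 130 uM ADP (final) and substrate. Test compounds were added before ADP at multiple concentrations.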
LmPK inhibitor = blocks Leishmania mexicana pyruvate kinase activity | Q27686 | AID 1721 | purified LmPK, Kinase-Glo ATP luminescence, 1 h | Potency, µM (series often up to 57.5 µM), inactives show at the top dose activity change, negative = inhibition, most hits filed as inhibitors | 0.37% of 290,000 active
Target sequence (Q27686 whole entry, looked up): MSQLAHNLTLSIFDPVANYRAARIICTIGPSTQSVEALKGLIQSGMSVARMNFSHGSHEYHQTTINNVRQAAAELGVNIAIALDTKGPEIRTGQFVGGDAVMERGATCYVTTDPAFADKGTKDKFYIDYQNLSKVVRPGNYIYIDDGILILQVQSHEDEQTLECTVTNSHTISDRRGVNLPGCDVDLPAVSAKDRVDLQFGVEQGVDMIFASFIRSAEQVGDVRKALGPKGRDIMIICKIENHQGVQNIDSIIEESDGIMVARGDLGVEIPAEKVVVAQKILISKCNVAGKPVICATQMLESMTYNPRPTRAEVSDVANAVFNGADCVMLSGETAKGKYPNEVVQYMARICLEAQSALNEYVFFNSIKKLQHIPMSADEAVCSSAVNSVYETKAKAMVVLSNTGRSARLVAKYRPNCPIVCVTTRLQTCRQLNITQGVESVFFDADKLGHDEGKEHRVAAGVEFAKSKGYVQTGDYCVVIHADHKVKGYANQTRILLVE
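Kinase-Glo luminescence read after 1 h RT reaction of 0.1 nM LmPK with 0.5 mM PEP and 0.1 mM ADP. Activity scaled between uninhibited and enzyme-free controls.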
Sm TGR block = S. mansoni TGR enzyme inhibition. Q962Y6. purified TGR, DTNB reduction, TNB absorbance 405 nm. Potency, µM (top dose mostly 114 µM), for inactives: at the top dose activity change, negative = inhibition, usual class: inhibitors. 3% of 360,000 active; note: nearly all actives have a fitted effect of over 60% in size
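TGR 20 nM + NADPH 100 uM (dispensed conc.), cpd preinc 15 min RT; start with NADPH (500 uM addition) then DTNB (15 mM addition). Kinetic TNB absorbance, 405 nm filter. Four-parameter Hill fit across titration.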
* marks the source's active call; other numbers are inactive results; ? = inconclusive; . = not tested or not shown; & = joins results of further samples; [ ] = remark or other dose. Calls come from the whole dose curve; as a rule, active = well fitted curve in the direction sought with a large enough effect; inconclusive = small, poorly fitted or top-dose-only effect, or another doubt; inactive = no such curve, though single readings can be large; an effect the other way counts as inactive or inconclusive. % is set by controls: 0 for no effect and ±100 for the full control effect; potency is the fitted concentration of half-maximal effect. Hits appear at their usual frequency. About 16% of those tested had a hit in this group.

Sample of the layout:
SMILES	Pf growth 48h	Pf growth 96h	HCV inh	Tb PYK inh	LmPK inhibitor	Sm TGR block
Cc1cc(C)c2sc(NNC(=O)C3COc4ccccc4O3)nc2c1 (centres undefined)	6%	-22%	-2%[8.37 µM]	10%	0%	-12%
O=C(COC(=O)c1cnccn1)NCc1ccc2c(c1)OCO2	9%	-5%	6%	5%	-4%	-3%
CC(=O)Nc1ccc(NC(=O)c2ccccc2Sc2ccc([N+](=O)[O-])cc2Cl)cc1	-19%	?	-19%	0%	-2%	-10%
Cc1cc(NC(=O)CCCn2cc([N+](=O)[O-])cn2)n(Cc2ccc(F)cc2)n1	-19%	?	-4%	-3%	3%	-5%
O=C(NCCc1ccccc1)Oc1ccc(Cl)cc1	61%[activator]	84%[activator]	-2%	-6%	-4%	15%
CN(CCCC1CCCC1)C(=O)c1cc(COc2ccc(F)c(F)c2)on1	-7%	?	10%	5%	0%	6%

Results, from the start:
SMILES	Pf growth 48h	Pf growth 96h	HCV inh	Tb PYK inh	LmPK inhibitor	Sm TGR block
Cc1cc(C)c2sc(NNC(=O)C3COc4ccccc4O3)nc2c1 (centres undefined)	6%	-22%	-2%[8.37 µM]	10%	0%	-12%
O=C(COC(=O)c1cnccn1)NCc1ccc2c(c1)OCO2	9%	-5%	6%	5%	-4%	-3%
CC(=O)Nc1ccc(NC(=O)c2ccccc2Sc2ccc([N+](=O)[O-])cc2Cl)cc1	-19%	?	-19%	0%	-2%	-10%
Cc1cc(NC(=O)CCCn2cc([N+](=O)[O-])cn2)n(Cc2ccc(F)cc2)n1	-19%	?	-4%	-3%	3%	-5%
O=C(NCCc1ccccc1)Oc1ccc(Cl)cc1	61%[activator]	84%[activator]	-2%	-6%	-4%	15%
CN(CCCC1CCCC1)C(=O)c1cc(COc2ccc(F)c(F)c2)on1	-7%	?	10%	5%	0%	6%
Cc1onc(-c2ccccc2)c1C(=O)NC(C)C	.	7%	17%	-4%	-4%	5%
COCC(C)NCc1ccccc1C (centres undefined)	10%	12µM*	10%	3%	-5%	-14%
CCCCCCC(O)(c1ccc(OC)cc1)C(CN1CCOCC1)c1ccccc1 (centres undefined)	1.9µM*	10µM*	?	1%	-1%	-10%
CCOc1ccc2cc(C3CC(c4ccco4)=NN3S(C)(=O)=O)c(Cl)nc2c1 (centres undefined)	?	?	?	0%	2%	?
Cc1cccc(CCNC(=O)c2cccc(NC3=NC4CS(=O)(=O)CC4S3)c2)c1 (centres undefined)	2%	15µM*	6%	5%	-3%	-2%
O=C(C(=O)N1CCN(C(=O)c2ccco2)CC1)c1c[nH]c2ccccc12	-3%	19%	1%	-2%	8%[11.5 µM]	2%
COC(=O)NC1(C(F)(F)F)C(=O)NC(C)=C1C(=O)OC (centres undefined)	0%	.	11%	5%	0%	8%
CCC(C)(C(=O)NC1CCCC1)N(C(=O)CNC(C)=O)c1ccc(C)cc1 (centres undefined)	-17%	2%	-8%	-8%	-9%	0%
CCOc1ccc(/C(O)=C2/C(=O)C(=O)N(c3ccccn3)C2c2ccc(Cl)cc2)c(C)c1 (centres undefined)	14%[0.00184 µM]	-4%	5%	-11%	0%	-16%
Cc1ccc(NC(=O)CCc2ccc(S(=O)(=O)N3CCOCC3)cc2)c(C)c1	.	?	-3%	0%	-1%	-11%
Cc1csc2nc(=O)c3ccccc3n12	10%	7%	22%	-4%	-1%	32%
Cc1ccc(-n2nnc3ccccc3c2=O)cc1C	220%[activator]	24%	11%	-12%	-2%	4%
CC1CCN(C(C)C(=O)Nc2cc(S(=O)(=O)N3CCCCC3)ccc2Cl)CC1 (centres undefined)	12µM*	9.3µM*	16µM*	1%	.	-4%
O=C1CC[C@H](O)CCN1CCSc1ccc(Br)cc1	-17%	41%[activator]	-4%	2%	.	2%
COCCn1c(C)cc(C(=O)CSc2ccc3ccccc3n2)c1C	84%[activator]	.	10µM*	-9%	2%	-6%
O=C(Cc1ccccc1)N1CCN(Cc2ccccc2Cl)CC1	9%[0.00184 µM]	4.1µM*	4%	14%	1%	24%
Cn1cc(-c2cc(C(=O)O)on2)cn1	?	65%[activator]	14%	1%	8%	4%
CCOc1ccccc1NC1c2ccccc2C(=O)N1Cc1ccco1 (centres undefined)	.	-16%	-8%	-2%	10%	?
O=C(Nc1ccccc1)c1nc[nH]c1C(=O)N1CCN(c2ccccc2)CC1	-21%	?	-9%	-8%	.	-6%
COC(=O)c1cc(S(=O)(=O)Nc2nn(C)c3ccccc23)oc1C	13%	1%	-8%	4%	10%	-25%
COc1ccc(C(=O)CN2C(=O)c3ccccc3C2=O)c(OC)c1C	5%	0%	-1%	-6%	1%	-1%
CC(=O)Nc1ccc(NC(=O)Nc2cccc(Cl)c2)cc1	0%	60%[activator]	-25%	-8%	-1%	-15%
O=C(CSc1cccc[n+]1[O-])Nc1ccccc1Oc1ccccc1	?	?	15%	-4%	-2%	-22%
CCN(CC)S(=O)(=O)c1ccc(C(=O)NC(=S)N(CCO)Cc2ccccc2)cc1	-21%	-12%	3%	-6%	-1%	-8%
Cc1cc(C)cc(N(C(C)C(=O)N2CCOCC2)S(C)(=O)=O)c1 (centres undefined)	34%[activator]	27%	-1%	4%	12%	15%
CCC(C(=O)Nc1cnccn1)c1ccccc1 (centres undefined)	21%	28%	23%	4%	0%	-1%
Cc1ccc(SCCC(=O)OC(C(=O)NC(N)=O)C(C)C)cc1 (centres undefined)	3%	0%	16%	-30%	7%	0%
Cc1nnc(NC(=O)CSc2nnc(Cc3cccn3C)n2-c2cccc(C)c2C)s1	-3%	-11%	7%	.	5%	-3%
O=c1oc2ccccc2c(N2CCOCC2)c1[N+](=O)[O-]	17%	3%	12%	4%	-4%	.
Nc1c(-c2cccc(Cl)c2)cnn1-c1cccc(C(F)(F)F)c1	34%[activator]	66%[activator]	?	4%	1%	9%
COc1ccc(N(C(=O)c2snc(C(N)=O)c2N)C(C(=O)NC2CCCC2)c2ccc(C)o2)c(OC)c1 (centres undefined)	?	?	?	5%	2%	-21%
CC(=O)Nc1cccc(NC(=O)c2c(-c3ccccc3)noc2C)c1	16%	?	-3%	4%	1%	5%
CN(c1ccccc1)S(=O)(=O)c1cc(C(=O)c2nccn2C)ccc1Cl	-13%	3%	-25%	11%	-3%	5%
COc1ccc(-c2ccc(C(C)=O)cc2)cc1[C@H]1[C@H]2C=CC[C@@H](C)[C@@H]2C(=O)N1Cc1ccccc1	?	?	?	3%	2%	?
COc1ccc(Cc2nnc(NC(=O)C3CCN(C(=O)c4ccco4)CC3)s2)cc1	?	16%	-29%	-7%	-1%	0%
Cn1nc(C(=O)Nc2ccc(S(=O)(=O)N3CCOCC3)cc2)c2ccccc2c1=O	-7%	?	-2%	1%	-1%	7%
CCn1cc(C(=O)NCCCN2CCCC(C)C2)c(=O)c2cc(S(=O)(=O)N(C)C3CCCCC3)ccc21 (centres undefined)	?	12µM*	?	-3%&-1%	6%	-13%&-1%
CCC(C)Sc1nc2c(c(=O)[nH]1)C(c1cccs1)C1=C(CCCC1=O)N2 (centres undefined)	?	?	-2%	5%	0%[11.5 µM]	-27%
CC1(C)Cc2c(sc(NC(=O)c3ccco3)c2C(=O)O)CO1	.	217%[activator]	10%	1%	-16%	1%
CCOc1ccc(C(C)=O)cc1CSC(=N)N	8%	-23%	-30%	-8%	6%	-8%
O=C(Nc1ccccc1-c1ccccc1)c1cc(C(F)(F)F)cc(C(F)(F)F)c1	8%	-9%	11%	16%	-6%	6%
COc1ccccc1NC(=O)c1ccc(-n2ccnc2)c([N+](=O)[O-])c1	?	?	-28%	-4%	1%	-6%

Taken from above.
Entry of O=C(Nc1ccccc1-c1ccccc1)c1cc(C(F)(F)F)cc(C(F)(F)F)c1 in HCV inh: 11%
Entry of COc1ccccc1NC(=O)c1ccc(-n2ccnc2)c([N+](=O)[O-])c1 in Sm TGR block: -6%
Entry of COc1ccc(Cc2nnc(NC(=O)C3CCN(C(=O)c4ccco4)CC3)s2)cc1 in Sm TGR block: 0%
Entry of CCC(C)Sc1nc2c(c(=O)[nH]1)C(c1cccs1)C1=C(CCCC1=O)N2 (centres undefined) in HCV inh: -2%
Entry of CC1(C)Cc2c(sc(NC(=O)c3ccco3)c2C(=O)O)CO1 in Pf growth 96h: 217%[activator]
Entry of COc1ccc(N(C(=O)c2snc(C(N)=O)c2N)C(C(=O)NC2CCCC2)c2ccc(C)o2)c(OC)c1 (centres undefined) in Sm TGR block: -21%

New compounds follow.
SMILES	Pf growth 48h	Pf growth 96h	HCV inh	Tb PYK inh	LmPK inhibitor	Sm TGR block
COc1ccc(S(=O)(=O)N2CCOCC2)cc1NC(=O)CN1CCCC1	33%[activator]	43%[activator]	-9%	0%	3%	8%
CN(C)c1ccc(C(C(=O)NCc2ccccc2)N(Cc2cccnc2)C(=O)c2snc(C(N)=O)c2N)cc1 (centres undefined)	?	13µM*	-15%	17%	-1%	4%
O=C(Nc1ccc2c(c1)CCC2)C1CCN(c2c3c(nc4ncnn24)CCC3)CC1	12µM*	-9%	4.5µM*	0%	4%	-31%
CC(C)c1ccc(N(CC(=O)Nc2ccc(S(=O)(=O)N3CCOCC3)cc2)S(C)(=O)=O)cc1	-22%	.	-3%	1%	4%	1%
Cc1cc(C)cc(NC(=O)CSc2nnc(CNC(=O)c3ccco3)n2C)c1	?	-41%	-7%	6%	.	1%
COc1ccc(C(=O)CCC(=O)NCCc2c[nH]c3ccccc23)cc1OC	?	?	?	-3%	-3%	-12%
CCOC(=O)C1=C(C)C2C3C(=O)N(c4ccc(C)cc4C)C(=O)C3C1(C)C1C(=O)N(c3ccc(C)cc3C)C(=O)C21 (centres undefined)	?	?	2%	6%	0%	-3%
Cc1cccc(N(C)c2ncnc3onc(-c4ccc(F)cc4)c23)c1C	29%	?	?	-4%	-4%	0%
Nc1c(C(=O)Nc2ccc(S(=O)(=O)N3CCCC3)cc2)sc2nc3cc4c(cc3cc12)CCC4	1.9µM*	-9%	?	-4%	-2%	2%
Cc1ccccc1NC(=O)C1CC(=O)OC12CCOC(C)(C)C2 (centres undefined)	55%[activator]	0%	-6%	-16%	6%	38%
CC(=O)Oc1ccc2oc(=O)c3c(c2c1)CCCN3C(=O)CN1CCOCC1	5%	10%	1%	-1%	1%	3%
CCOc1ccc(-n2ccc(=O)c(C(=O)O)n2)cc1	37%[activator]	23%	10%	1%	-8%	-23%
O=C(N/N=C/c1ccc(Cl)cc1)Nc1ccccc1	31%[activator]	-25%	0%	-6%	1%	-22%
C=CCN=C(SCC(=O)c1ccc(Cl)cc1)c1c(O)n(C)c(=O)n(C)c1=O	5%	6%	-4%	-4%	0%	-36%

Some of these compounds in order of count of non-hydrogen atoms, highest first.
SMILES	Pf growth 48h	Pf growth 96h	HCV inh	Tb PYK inh	LmPK inhibitor	Sm TGR block
CCC(C)(C(=O)NC1CCCC1)N(C(=O)CNC(C)=O)c1ccc(C)cc1 (centres undefined)	-17%	2%	-8%	-8%	-9%	0%
CCC(C)Sc1nc2c(c(=O)[nH]1)C(c1cccs1)C1=C(CCCC1=O)N2 (centres undefined)	?	?	-2%	5%	0%[11.5 µM]	-27%
COCCn1c(C)cc(C(=O)CSc2ccc3ccccc3n2)c1C	84%[activator]	.	10µM*	-9%	2%	-6%

Bioassay records deposited in PubChem BioAssay by National Center for Advancing Translational Sciences (NCATS).
